Bioassay records (PubChem)
OPRM1-OPRD1 ag – agonists of OPRM1-OPRD1 heterodimerization, primary screen, cell-based, luminescence. AID 504326, 2011. Mu-type opioid receptor (Homo sapiens) + Delta-type opioid receptor (Homo sapiens), …. hit rate 0.3% among 340,000. cells. activation, % at 9.3 µM; in the data active means activation above about 18%;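 further: 0% = vehicle-treated cells and 100% = reference agonist; values of inactives mirror those of a sister screen read the other way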
LANA DNA inh – inhibitors of KSHV C-LANA binding to DNA, primary screen, biochemical, fluorescence polarization, FAM-LBS DNA, MBP-C-LANA, single point. Kaposi's sarcoma herpesvirus LANA C-terminal domain (residues 932-1162) DNA binding. inhibition, % at 9 µM. hit rate 0.078% among 340,000;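 active means highest replicate inhibition at or above 60% at 9 µM, even if other replicates fall short; inactive means all replicates below 60% inhibition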;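 further: 0% = neutral control wells and 100% = 4 µM acridine orange control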
Cardiac RTF inh – cardiac RTF calcium sensitivity inhibitors, primary screen, biochemical, IANBD-TnC fluorescence, EC70 calcium. Troponin I, cardiac muscle (Homo sapiens) + Troponin T, cardiac muscle (Homo sapiens) + …. hit rate 0.12% among 340,000. AID 493244, 2011. inhibition, % at 7.15 µM. IANBD-labeled cardiac RTF, Ca2+ fluorescence;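 active means inhibition above the mean inhibition of all tested compounds plus 3 SD, cut at about 17% in these data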;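 further: assay run at fixed EC70 calcium of 1.6 mM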
OPRM1-OPRD1 inv – inverse agonists of MOR-DOR heterodimerization, primary screen, cell-based, luminescence | Mu-type opioid receptor (Homo sapiens) + Delta-type opioid receptor (Homo sapiens), … | cell-based MOR-DOR heterodimer luminescence, inverse agonism | inhibition, % at 9.3 µM | hit rate 0.21% among 340,000; in the data active means inhibition above about 22%, passing the limit was not always enough;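 further: 0% = cells with DMSO and 100% = wells without cells with DMSO; values of inactives mirror those of a sister screen read the other way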
Wnt act – Wnt/beta-catenin pathway activators, primary screen, cell-based, plate reader, single point; Wnt/beta-catenin reporter cell assay, activator; activation, % at 9.35 µM; hit rate 1.2% among 300,000; AID 743398, 2014; in the data active means activation above about 30%, passing the limit was not always enough;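 further: 0% = neutral control wells and 100% = positive control wells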
V-ATPase pH – regulators of yeast V-ATPase proton pumping, primary screen, pHLuorin cytosolic pH fluorescence. AID 504577, 2011. hit rate 0.37% among 350,000. response, % at 10 µM. S. cerevisiae; in the data active means response mostly above about 7.3%, no sharp cut-off; inactive means mostly below about 5.4%; further: actives read high; inactives centre near 0; some compounds called inactive have numbers as strong as hits; reference of the scale not given here
Pemphigus Ab inh – inhibitors of pemphigus antibody binding to DSG3, primary screen, biochemical, bead-based, flow cytometry, scFv-GFP; Desmoglein-3 (Homo sapiens), P32926; DSG3-coupled beads, scFv-anti-DSG3-GFP binding; hits give low values; binding (percent of control), % at 10 µM; hit rate 0.48% among 310,000;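 active means binding more than 3 SD below its plate's average and above zero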;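 further: hits lower antibody fragment binding to DSG3; some compounds called inactive have numbers as strong as hits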
Target sequence (P32926 whole entry, looked up, the tested form may be a part): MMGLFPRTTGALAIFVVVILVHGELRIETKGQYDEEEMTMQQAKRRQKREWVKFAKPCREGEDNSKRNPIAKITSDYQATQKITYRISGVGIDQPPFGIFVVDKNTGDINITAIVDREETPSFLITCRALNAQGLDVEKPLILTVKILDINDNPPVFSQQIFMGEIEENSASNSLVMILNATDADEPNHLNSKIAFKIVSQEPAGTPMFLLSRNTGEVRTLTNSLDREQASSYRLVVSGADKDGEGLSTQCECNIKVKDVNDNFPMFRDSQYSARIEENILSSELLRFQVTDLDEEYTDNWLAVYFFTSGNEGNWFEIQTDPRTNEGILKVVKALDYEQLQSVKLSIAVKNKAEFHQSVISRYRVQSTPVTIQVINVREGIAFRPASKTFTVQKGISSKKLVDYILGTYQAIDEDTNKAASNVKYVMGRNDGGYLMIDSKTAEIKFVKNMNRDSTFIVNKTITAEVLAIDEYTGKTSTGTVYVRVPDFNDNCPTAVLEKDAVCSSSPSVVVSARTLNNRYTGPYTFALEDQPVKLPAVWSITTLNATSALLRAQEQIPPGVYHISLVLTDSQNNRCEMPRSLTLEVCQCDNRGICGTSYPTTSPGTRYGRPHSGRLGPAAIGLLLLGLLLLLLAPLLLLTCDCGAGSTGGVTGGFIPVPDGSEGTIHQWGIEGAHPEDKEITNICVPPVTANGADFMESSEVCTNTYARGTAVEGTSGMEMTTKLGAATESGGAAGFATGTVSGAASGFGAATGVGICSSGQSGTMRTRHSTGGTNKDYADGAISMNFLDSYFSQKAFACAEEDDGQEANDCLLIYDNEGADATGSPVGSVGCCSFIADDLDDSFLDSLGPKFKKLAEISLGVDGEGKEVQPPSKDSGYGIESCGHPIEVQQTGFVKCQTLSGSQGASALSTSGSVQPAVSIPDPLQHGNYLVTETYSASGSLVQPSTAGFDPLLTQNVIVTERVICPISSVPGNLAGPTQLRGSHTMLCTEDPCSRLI
cardiac RTF act – cardiac RTF calcium sensitivity activators, primary screen, biochemical, IANBD-TnC fluorescence, EC20 calcium. IANBD-labeled TnC RTF fluorescence at EC20 calcium; 0% EC20 calcium, 100% full calcium. activation, % at 7.2 µM. hit rate 0.24% among 340,000. AID 493008, 2010;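 active means activation above the mean over all tested compounds plus 3 SD, cut at about 30% in these data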;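 further: rise in fluorescence read as greater calcium sensitivity of cardiac thin filaments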
Arrestin-AP2 inh – inhibitors of beta-arrestin/AP2 binding, primary screen, biochemical, GPCR trafficking, flow cytometry | beta-arrestin 1 C-terminal peptide binding to AP2 beta2-adaptin appendage (human) | FITC-arrestin peptide / GST-AP2 beads; AP2 beta2 appendage carries R879A mutation | inhibition, % at 10 µM | hit rate 0.31% among 340,000;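 active means inhibition above a set limit, near 3 SD of compounds lacking own fluorescence, cut at about 54% in these data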;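 further: plate controls were DMSO wells for no effect and 5 µM unlabelled arrestin peptide for full effect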
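Material – AP2 appendage R879A on GSH beads · Buffer or medium – PBS with 0.05% Tween 20 and 0.1% BSA · Probe or stimulus – fluorescein-tagged arrestin peptide at 50 nM final · Incubation – compound with beads 12 min RT, then probe 1 h RT · Detection – high-throughput flow cytometry of beads, ex 488, em 535 nm · Evaluation – percent response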
Keap1-Nrf2 PPI – Keap1-Nrf2 protein-protein interaction inhibitors, primary screen, biochemical, fluorescence polarization, single point; hit rate 0.15% among 340,000; inhibition, % at 9.4 µM; Keap1 Kelch-Nrf2 peptide fluorescence polarization, 1536-well; in the data active means inhibition above about 12%;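 further: human Keap1 Kelch domain with fluorescein labeled Nrf2 9mer peptide probe; 0% = neutral control wells and 100% = peptide positive control; higher means more block of Keap1 binding to Nrf2 peptide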
* = called active by the depositor; · = not tested or not shown; & = joins results of further samples.

SMILES	OPRM1-OPRD1 ag	LANA DNA inh	Cardiac RTF inh	OPRM1-OPRD1 inv	Wnt act	V-ATPase pH	Pemphigus Ab inh	cardiac RTF act	Arrestin-AP2 inh	Keap1-Nrf2 PPI
COc1cc(NC(=O)c2ccc(N)nc2)cc(C(=O)Nc2cccc(C(F)(F)F)c2)c1	-1.3	2.3	-5	7	-2&10	-4&-1	105	6	7	-1
CC1(C)N=C(/C=N/O)C=[N+]1[O-]	-0.1	-1.4	-2	1	·	3	·	-3	-4	1
COc1ccc(C(=O)C(=O)c2ccc(OCCO)cc2)cc1	-0.4	0.3	-11	2	3	-12	98	3	5	5
CCCCCn1c(CCC(=O)Oc2ccccc2OC)nc2c1c(=O)[nH]c(=O)n2CCCC	-2.6	0.1	-3	12	·	2	96	-4	7	-3
CC(c1ccccc1)N1C(=O)c2ccccc2C1(O)Cc1ccccc1 (centres undefined)	2.6	-0.1	-5	-13	-1	0	104	4	6	0
CN(C)c1oc(/C=C/c2ccccc2)nc1C#N	-2.0	-0.2	2	10	14	0	·	1	5	2
CCn1c(SCc2cccc(OC)c2)nc2ccccc2c1=O	1.9	-0.2	-11	-12	-3	-2	97	-4	-3	-2
CC(C)Cc1oc(C(=O)O)cc1CN	-1.5	1.7	5	9	-1	6	98	6	16	-3
Cc1cc(C)c(C)c(N=Nc2nc3ccccc3n2C)c1C	0.0	4.3	12	0	·	3	101	3	11	-1
Cc1nc(-c2cccnc2)sc1C(=O)Nc1ccc(C(F)(F)F)cc1	2.4	2.0	-5	-12	-6	·	105	-3	9	0
CN(C)/C=C1/C=C(C=O)OC1=O	-0.1	13	-7	0	2	1	114	-1	18	-6
CC1Cc2ccccc2N1C(=O)CSc1nc2cc3c(cc2cc1C#N)OCO3 (centres undefined)	-0.8	0.8	-4	4	-7	0	98	3	13	2
CCCc1ncc(CN2CCC(C(=O)Nc3cccc(-c4cscn4)c3)CC2)cn1	-0.8	0.4	-3	4	-2	-4	·	-7	21	-2
N#Cc1ccc(C23CC4(C2)[C@H](CN(Cc2ccc(-c5ccccc5)cc2)[C@@H]4c2ccccc2)C3c2ccccc2)cc1 (some centres undefined)	-3.0	-3.5	-2	14	-3	4	100	2	28	-5
CN(C)S(=O)(=O)c1cccc(NC(=S)NC23CC4CC(CC(C4)C2)C3)c1	6.1	-2.6	-6	-32	-2	2	104	-8	24	-1
COc1ccc(NC(=O)[C@@H]2CCCN2C(=O)[C@@H]2Cc3ccccc3CN2C(=O)OC(C)(C)C)cc1	-0.5	1.5	-5	2	2	-4	116	11	3	0
O=c1c2ccccc2nc2n1C(CSc1ccc(F)cc1)CN2 (centres undefined)	-3.7	1.8	2	15	-1	2	97	-2	22	-2
COc1ccc(/C=C/C(=O)Nc2ccccc2)cc1OC	-1.4	0.1	4	6	10	-3	114	4	-40	-3
COc1ccc(OCC(=O)N/N=C(\C)c2ccc(OC)cc2)cc1	-4.7	-1.5	2	22	-1	4	86	-2	35	-1
O=C(CSc1nc2ccccc2s1)N1c2ccccc2Sc2ccccc21	4.1	1.5	-1	-26	-4	-4	·	1	1	2
COc1ccc(-n2c(C)c(C(=O)O)c3cc(OC)c4ccccc4c32)cc1	1.1	0.2	4	-5	3	-9	96	-3	14	4
Cc1csc(=O)n1CC(=O)OCc1nnc(-c2ccccc2)o1	1.4	-4.9	-8	-9	5	-2	97	-10	49	5
CS(=O)(=O)N(CC(=O)NCc1ccco1)c1ccc2c(c1)OCO2	-1.1	0.3	0	5	-8	0	120	4	43	2
O=C(CSc1ccccc1Cl)NC1CCCc2ccccc21 (centres undefined)	0.6	1.2	14	-4	-5	-5	100	2	23	0
CCCCOC(=O)c1[nH]c(C)c(C(=O)OC)c1C	-0.4	0.2	5	3	·	3	·	7	0	-3
CCc1ccc(C(C)NC(=O)c2ncn[nH]2)cc1 (centres undefined)	-1.2	-1.2	2	7	-1	-1	107	16	-1	-2
Cc1ccc(S(=O)(=O)N2CCN(C(=O)c3ccco3)CC2)cc1	-2.2	-0.1	0	11	-2	3	126	1	-11	-5
CCCOc1ccc(/C=N/Nc2ccccc2[N+](=O)[O-])c(O)c1	-0.4	2.2	-5	2	-2	-3	103	3	9	1
CC(C)OC(=O)CSc1nnc(-c2ccccc2)n1N	-3.0	1.0	0	13	·	-2	102	0	13	-1
COc1ccc(C2CC(O)(c3ccccc3)Oc3cc(OC)c(OC)c(OC)c32)cc1 (centres undefined)	9.7	2.1	-10	-54	-1	-3	109	7	3	4
N#CC1=C(N)S[C@H](C(=O)C23CC4CC(CC(C4)C2)C3)[C@H]1c1ccncc1	-0.8	-0.3	-1	3	-2	-2	·	-5	-3	-9
CC(=O)Nc1ccc(C(=O)OCC(=O)N(c2ccccc2)C2CCCCC2)cc1	-1.8	2.1	-3	9	-4	-2	117	9	-5	0
COc1ccc(/C=C/C(=O)Nc2cc(C(F)(F)F)ccc2Cl)cc1	2.5	1.9	-4	-12	0	1	114	7	2	4
NC(=O)CSc1oc(-c2ccco2)nc1S(=O)(=O)c1ccc(F)cc1	0.1	1.6	18*	0	·	2	102	-3	-5	2
O=C(O)c1cccc(S(=O)(=O)N(Cc2ccccc2)c2cccc(C(F)(F)F)c2)c1	-1.7	-1.7	-4	9	-1	0	89	0	-3	-1
Cc1ccc(NC(=O)CSc2nc3ccc(Nc4nc(N5CCOCC5)nc(N5CCOCC5)n4)cc3s2)cc1	-1.3	-0.6	-3	7	0	4	106	2	2	3
O=C(OCc1ccccc1)N1CCOCCN(C(=O)OCc2ccccc2)CCOCC1	2.0	1.3	4	-11	-2	-7	86	-1	-13	-10
Cc1ccc(N2CC(C(=O)Nc3ccc(S(=O)(=O)N4CCOCC4)cc3)CC2=O)cc1 (centres undefined)	-0.7	1.8	-4	4	-2	-1	102	-5	6	-4
CC1(c2nnc(-c3ccccc3)o2)CC(c2ccc(Cl)cc2)=NO1 (centres undefined)	0.5	0.7	0	-3	-4	1	108	4	5	-4
Cc1ccc(NC(=O)CSc2nc3ccccc3nc2N2CCOCC2)cc1	1.2	-1.4	-5	-7	-3	0	98	1	10	2

7 compounds from above, ordered by SMILES length, low to high.
SMILES	OPRM1-OPRD1 ag	LANA DNA inh	Cardiac RTF inh	OPRM1-OPRD1 inv	Wnt act	V-ATPase pH	Pemphigus Ab inh	cardiac RTF act	Arrestin-AP2 inh	Keap1-Nrf2 PPI
CCc1ccc(C(C)NC(=O)c2ncn[nH]2)cc1 (centres undefined)	-1.2	-1.2	2	7	-1	-1	107	16	-1	-2
CCCCOC(=O)c1[nH]c(C)c(C(=O)OC)c1C	-0.4	0.2	5	3	·	3	·	7	0	-3
Cc1csc(=O)n1CC(=O)OCc1nnc(-c2ccccc2)o1	1.4	-4.9	-8	-9	5	-2	97	-10	49	5
Cc1ccc(NC(=O)CSc2nc3ccccc3nc2N2CCOCC2)cc1	1.2	-1.4	-5	-7	-3	0	98	1	10	2
COc1ccc(-n2c(C)c(C(=O)O)c3cc(OC)c4ccccc4c32)cc1	1.1	0.2	4	-5	3	-9	96	-3	14	4
CC(=O)Nc1ccc(C(=O)OCC(=O)N(c2ccccc2)C2CCCCC2)cc1	-1.8	2.1	-3	9	-4	-2	117	9	-5	0
Cc1ccc(NC(=O)CSc2nc3ccc(Nc4nc(N5CCOCC5)nc(N5CCOCC5)n4)cc3s2)cc1	-1.3	-0.6	-3	7	0	4	106	2	2	3

The list goes on.
SMILES	OPRM1-OPRD1 ag	LANA DNA inh	Cardiac RTF inh	OPRM1-OPRD1 inv	Wnt act	V-ATPase pH	Pemphigus Ab inh	cardiac RTF act	Arrestin-AP2 inh	Keap1-Nrf2 PPI
Cc1cccnc1NC(=O)c1ccc(S(=O)(=O)N2CCCCCC2)cc1	-4.1	·	5	21	-2	2	99	-3	29	·
Cc1cc(-c2nnc(SCC(=O)c3ccc(Cl)cc3)o2)no1	-0.3	0.0	3	2	-3	3	82	-4	0	-6
Cc1cccc(NC(=O)CN2C(=S)NC(C)(C)CC2C)c1 (centres undefined)	-3.6	-3.1	-2	20	4	1	112	1	31	-1
Cc1nc(C)c(C(=O)NNS(=O)(=O)c2ccc3ccccc3c2)s1	1.4	-0.2	-4	-10	-4	0	103	-2	·	-1
O=C(CN1C(=O)CCS(=O)(=O)c2ccccc21)Nc1ccc(Cl)cc1	-1.9	-0.6	-12	10	1	0	107	3	1	-3
CCOC(=O)N1CCC(NC(=O)CCCC(=O)O)CC1	·	0.2	·	·	0	-2	92	·	12	0
COc1ccc(N/N=C(/N=Nc2nc(C)cc(=O)[nH]2)c2ccccc2)cc1	0.6	0.6	-6	-3	·	4	99	1	0	-6
CCN1C(=O)c2cccc3c(S(=O)(=O)Nc4ccccc4O)ccc1c23	4.0	0.3	-13	-25	5	-4	98	-3	-3	-5
O=C(NCCCC1CCCC1)C1CCC(=O)N(Cc2cccc(C(F)(F)F)c2)C1 (centres undefined)	2.0	-0.5	-7	-14	0	1	99	-1	29	2
O=S(=O)(NCc1ccc2c(c1)OCO2)c1ccc2c(c1)oc1ccccc12	2.3	0.2	-10	-10	-1	2	·	1	-12	-1
CC(C)(C)c1ccc(OCCCn2ccnc2)cc1	0.1	3.9	-3	-1	-4	-1	121	-2	7	0
O=C(NCc1cn2ccsc2n1)c1cccs1	0.1	-0.8	-4	0	2	5	103	7	4	-3
CCc1c(C)nc2c(-c3ccccc3OC)c(C)[nH]n2c1=O	-2.3	-2.8	3	12	7	4	110	1	29	-1
